Screening data (PubChem)
DT40 TDP1 no CPT: qHTS for Inhibitors of human tyrosyl-DNA phosphodiesterase 1 (TDP1): qHTS in cells in absence of CPT. Potency, µM (highest dose often 46.2 µM), for the others: top-dose activity change, negative = growth inhibition, usual class: inhibitors. DT40 Tdp1-/- hTDP1 cells, no CPT, ATP luminescence, 48 h. hit rate 15% among 420,000; also: nearly all actives have a fitted effect of over 55% in size
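Growth of hTDP1-complemented DT40 Tdp1-knockout cells is measured by ATP luminescence after at least 48 hr compound exposure at 37 °C, with DMSO substituting for the 20 nM CPT used in the parallel screen.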
TDP1 inh: TDP1 (human) enzyme inhibition; Q9NUW8; recombinant TDP1, AlphaScreen DNA substrate cleavage; Potency, µM (highest dose often 130 µM), without a hit: top-dose activity change, negative = inhibition, actives largely listed as inhibitors; hit rate 0.28% among 350,000; AID 485290; also: nearly all actives have a fitted effect of over 40% in size
Target sequence (Q9NUW8 whole entry, looked up): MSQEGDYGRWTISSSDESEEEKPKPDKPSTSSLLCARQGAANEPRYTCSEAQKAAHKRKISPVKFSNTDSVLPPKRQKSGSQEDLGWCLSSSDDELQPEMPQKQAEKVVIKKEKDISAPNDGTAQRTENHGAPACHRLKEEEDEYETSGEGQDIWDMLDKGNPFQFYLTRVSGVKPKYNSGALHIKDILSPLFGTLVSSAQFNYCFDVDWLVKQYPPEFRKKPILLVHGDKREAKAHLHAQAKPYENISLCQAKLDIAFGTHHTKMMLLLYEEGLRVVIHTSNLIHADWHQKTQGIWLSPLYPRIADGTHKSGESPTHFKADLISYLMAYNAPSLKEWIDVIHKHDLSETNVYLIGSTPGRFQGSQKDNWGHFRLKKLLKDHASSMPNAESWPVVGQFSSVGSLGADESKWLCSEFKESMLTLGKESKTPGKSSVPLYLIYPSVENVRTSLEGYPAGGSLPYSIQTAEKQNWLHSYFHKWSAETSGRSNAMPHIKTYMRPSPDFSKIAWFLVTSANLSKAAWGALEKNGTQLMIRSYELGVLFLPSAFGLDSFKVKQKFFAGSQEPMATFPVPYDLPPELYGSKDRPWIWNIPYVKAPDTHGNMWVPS
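AlphaScreen read-out: signal falls as enzyme removes the 3' tyrosine-FITC from a 5'-biotinylated DNA oligo (15 nM, 5 min, RT). Enzyme was E. coli-made recombinant Tdp1 at 1 nM, exposed to compound for 15 min beforehand; beads 10 ug/ml, 10 min.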
DT40 TDP1 CPT: DT40-hTDP1 cell growth loss with CPT | chicken DT40 Tdp1-/-;hTDP1 cells + 20 nM CPT, ATP luminescence, 48 h | Potency, µM (doses to about 46.2 µM), for inactives: at the highest dose activity change, negative = growth inhibition, most hits filed as inhibitors | hit rate 12% among 420,000; also: nearly all actives have a fitted effect of over 55% in size
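Chicken DT40 Tdp1-/- cells complemented with human TDP1, 400 cells/well, exposed to compounds plus 20 nM camptothecin for at least 48 h at 37 C; viability read as ATP content by CellTiter-Glo luminescence.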
Active calls of the source: *; ? = inconclusive; / = not tested or not shown; & = joins results of further samples; [ ] = another dose, or the depositor's remark. Calls follow the shape of the dose curve; as a rule, active = well fitted curve in the direction sought with a large enough effect; inconclusive = small, poorly fitted or top-dose-only effect, or another doubt; inactive = no such curve, though single readings can be large; an effect the other way counts as inactive or inconclusive. % is scaled to controls: 0 for no effect and ±100 for the full control effect; potency is read from the fitted curve at half-maximal effect.

A first look, two compounds:
SMILES	DT40 TDP1 no CPT	TDP1 inh	DT40 TDP1 CPT
Cc1ccc(C)c(NC2=NS(=O)(=O)c3ccccc32)c1	2%	0%&5%	-18%
Cc1cccc(OCC(=O)NC2CCCCCC2)c1C	?	1%	?

The list itself, from the start:
SMILES	DT40 TDP1 no CPT	TDP1 inh	DT40 TDP1 CPT
Cc1ccc(C)c(NC2=NS(=O)(=O)c3ccccc32)c1	2%	0%&5%	-18%
Cc1cccc(OCC(=O)NC2CCCCCC2)c1C	?	1%	?
N#Cc1cc(-c2ccccc2)nc(N2CCNCC2)n1	?	1%	-5%
O=C(COC(=O)c1cccs1)NCCc1ccc(F)cc1	-7%	-5%	-24%
CCCCOCCCNC(=O)COc1ccccc1	-16%	-1%	-20%
Cc1ccc(C(=O)NCCCNC(=O)c2ccco2)cc1	-21%	6%	-22%
Cc1cccc(NC(=O)C2CCN(S(=O)(=O)c3ccc(F)cc3)CC2)c1C	-17%	/	-3%
O=C(Nc1ccc(S(=O)(=O)N2CCCCC2)cc1)c1ccc(CN2CCc3ccccc3C2)cc1	4.6µM*	-4%	10µM*
Cc1cc(C)cc(NC(=O)N2CCCCCCC2)c1	-18%	-1%	-14%
CCCCCNC(=O)c1cc(S(=O)(=O)N2CCCCC2)ccc1F	-12%	-4%	3%
CC(=O)Nc1ccc(C(=O)Cn2nnc3ccccc3c2=O)cc1	-15%	2%	-25%
CCOc1ccc2c(c1)N(C(=O)CN1C(=O)CCC1=O)C(C)(C)C=C2C	?	-1%	?
C/C(=N\N=C(c1ccccc1)c1ccccc1)c1cccs1	-7%	4%	-11%
Cc1ccnc(NC(=O)c2ccco2)n1	5%	3%	-30%
COc1ccc(NC(=O)N2CCN(S(C)(=O)=O)CC2)cc1	?	-3%	23µM*
CCCCC1CCC(C(=O)N(CCC(C)C)c2c(N)n(CCCC)c(=O)[nH]c2=O)CC1 (configuration not stated)	?	/	?
CCOC(=O)C1=C(CS(=O)(=O)c2ccc(F)cc2)NC(=O)NC1c1ccc(O)c(O)c1 (configuration not stated)	-3%	-8%	5%
COc1ccc(NC(=O)c2cc(-c3cc(F)ccc3OC(C)C)n[nH]2)c(C)c1	16µM*	/	?
O=C(COC(=O)/C=C/c1ccc(OC(F)F)cc1)NC1CCCCC1	-11%	-7%	0%
COC(=O)c1cc(=O)n(Cc2cccs2)c(=Nc2ccc(F)cc2)s1	21µM*	/	?
CCCC(C)NC(=O)C1CC(=O)N(CCc2ccc(F)cc2)C1 (configuration not stated)	-15%	/	-13%
O=C(O)c1ccc(NS(=O)(=O)c2cccc(C(=O)Nc3ccc([N+](=O)[O-])cc3)c2)cc1	-18%	/	0%
O=C(C[C@@H]1C/C=C\CCC(=O)O[C@H](c2ccccc2)CNC1=O)N[C@H](CO)Cc1ccccc1	-13%	1%	-9%
C(=N\n1cnnc1)/C1CCCCC1	-7%	5%	-1%
Cc1ccsc1CNC1C2CC3CC(C2)CC1C3 (configuration not stated)	-2%	7%	-3%
O=C(CCCN1C(=O)/C(=C/c2ccccc2Cl)SC1=S)NNC(=O)c1ccncc1	?	6%	?
CCCCN(C(=O)CSc1nnc(-c2ccc(Cl)cc2)o1)c1c(N)n(CC(C)C)c(=O)[nH]c1=O	?	-1%	?
C/C(=N\NC(=O)c1ccc(CSc2nncn2C)cc1)c1ccc(C#N)cc1	-3%	3%	12%
COc1ccccc1C1C(C(=O)c2ccc(C)o2)=C(O)C(=O)N1c1cc(C)on1 (configuration not stated)	?	7%	-3%
O=C1NC(=S)N/C1=C/c1cc([N+](=O)[O-])ccc1O	-20%	-1%	-27%
O=C(Cc1ccccc1)N1CCNCC1	-4%	-1%	-13%
COc1cccc(/C=N/NC(=O)c2ccccc2)c1OS(=O)(=O)c1ccccc1	26µM*	3%	?
C[n+]1cccc(C(=O)N/N=C/c2ccc3c(c2)OCO3)c1	10%	-6%	8%
CN1CCN(C(=O)c2cccn(Cc3cccc(Cl)c3)c2=O)CC1	3%	/	-2%
Cc1c(C(N)=O)sc2ncn(CC(=O)NCCc3ccccc3)c(=O)c12	-4%	2%	0%
Cc1cccc(C(=O)NCC(=O)OC(C)C(=O)Nc2ccc(Cl)cn2)c1 (configuration not stated)	4%	/	?
CCOc1ccc(NC(=O)COc2ccc3c(c2)OCO3)cc1	-1%	0%	6%
Cc1cc(C(=O)N/N=C/c2ccc([N+](=O)[O-])s2)c2ccccc2n1	15µM*	/	26µM*
CCCCCCCCCCCCOCCCN	?	4%	-21%
Cc1ccc(O)c(/C=N/NC(=O)c2[nH]ncc2Br)c1	15µM*	0%	-9%
CSc1ccccc1NC(=O)c1cnc2sc(C)cn2c1=O	?	/	?
Cc1ccc(C2OCC(C)([N+](=O)[O-])CO2)cc1 (configuration not stated)	-15%	/	15%
O=C(CC(C(=O)O)c1ccc(F)cc1)c1ccc(Cl)cc1 (configuration not stated)	-14%	/	3%
O=C(NCC1CCCCC1)c1cc(S(=O)(=O)N2CCOCC2)ccc1F	?	-2%[56.1 µM]	-28%
COc1ccc(CN2C(=O)NC3(CCCCC3)C2=O)cc1F	-2%	3%	3%
C=CCOC(=O)C1=C[C@@H](c2ccc(C(F)(F)F)cc2)C[C@@H](OCCCCO)O1	-19%	/	?
N/C(=N\OC(=O)COc1ccc(Cl)cc1Cl)c1ccncc1	-26%	-1%	-15%
COc1ccc(N2CCN(C(c3cc(OC)ccc3OC)c3nnnn3Cc3ccco3)CC2)cc1 (configuration not stated)	?	10%	?
CCOc1ccccc1NC(=O)CN1C(=O)CSC(C)C1=O (configuration not stated)	7%	4%	2%
Cc1ccc(C(=O)N2CCSCC2)cc1	1%	4%	-12%
CCCCn1c(CCC(=O)O)nc2cc(S(=O)(=O)N(C)C)ccc21	-4%	2%	1%
CCOC(=O)C1=C(C)NC(=O)NC1	0%	5%	5%
O=C(CN1CCN(c2ncccn2)CC1)Nc1ccccc1C(F)(F)F	?	-4%	-23%
Cc1cc(C)c(S(=O)(=O)NCCc2ccccc2)c(C)c1	-17%	2%	9%
CCOC(=O)Cn1c(=O)oc2cc(S(=O)(=O)N3CCCC(C(=O)OCC)C3)ccc21 (configuration not stated)	-27%	3%	-19%
CCCCC1C2C(=O)N(c3ccc(C)cc3)C(=O)C2ON1c1ccccc1 (configuration not stated)	-2%	-1%	2%
CCOC(=O)c1c(NC(=O)CSc2nnc(CNc3ccc(F)cc3)o2)sc(C)c1C	-16%	4%	-8%
NS(=O)(=O)c1ccc(CNC(=O)c2cc(=O)c3cc(Cl)ccc3o2)cc1	10%	/	4%
COc1ccc(CNC(=O)c2cnn3c(C(F)F)cc(C)nc23)cc1	-25%	7%[56.1 µM]	-7%
Cc1ccc(-c2ccc(CCC(=O)O)n2-c2ccc(O)cc2)cc1	-21%	7%	7%
Later entries
SMILES	DT40 TDP1 no CPT	TDP1 inh	DT40 TDP1 CPT
CC(=O)N1CCN(S(=O)(=O)c2ccc(S(=O)(=O)N3CCCC(C)C3)cc2)CC1 (configuration not stated)	11%	/	-2%
Cc1cc(Br)ccc1-n1[nH]c(C)c(C=Nc2cccc3nsnc23)c1=O	?	6%	-20%
Cn1c(=O)[nH]c(=O)c2c1nc(N1CCCCCC1)n2CCCSc1nc2ccccc2o1	29µM*	9%	?
COCc1c(C(=O)Nc2cccc(S(=O)(=O)N3CCCCC3)c2)oc2ccccc12	?	-1%	?
CCC1(CC)C(=O)N(C)C(=O)NC1=Nc1ccccc1	4%	-1%	10%
COC(=O)c1cc2ccccc2c([N+](=O)[O-])c1O	-25%	/	3%
Cc1nnc(SCC(=O)Nc2nc(C(C)(C)C)cs2)s1	?	0%	?
CC/C(=N\NC(=O)c1csc(C)c1C)c1cccs1	-14%	3%	-23%
Cc1ccc(/C(N)=N/OC(=O)c2ccc3c(c2)OCO3)cc1	?	5%	-11%
COCCCN=C(c1ccco1)n1c(=S)nc(-c2ccco2)n(CCCOC)c1=S	?	/	26µM*
O=C(O)C(F)=C(c1ccccc1)c1ccccc1	-2%	/	-12%
CC(C)C[C@H](NC(=O)c1[nH]cnc1C(=O)Nc1ccc(CNC(=O)OC(C)(C)C)cc1)C(=O)OCc1ccccc1	15µM*	11%	?
CCc1ccc(CNC(=O)CCCN2C(=O)c3cccnc3Oc3ccc(Cl)cc32)cc1	18µM*	-2%	21µM*
CCCCC(=O)N1CCN(c2nc3c(C)c(C)ccc3s2)CC1	18µM*	-5%	?
O=c1c2ccccc2nc(COc2ccccc2)n1/N=C/c1cn[nH]c1-c1ccccc1	16µM*	3%	21µM*

The closing 3 compounds of the section before open the next one:
SMILES	DT40 TDP1 no CPT	TDP1 inh	DT40 TDP1 CPT
CCc1ccc(CNC(=O)CCCN2C(=O)c3cccnc3Oc3ccc(Cl)cc32)cc1	18µM*	-2%	21µM*
CCCCC(=O)N1CCN(c2nc3c(C)c(C)ccc3s2)CC1	18µM*	-5%	?
O=c1c2ccccc2nc(COc2ccccc2)n1/N=C/c1cn[nH]c1-c1ccccc1	16µM*	3%	21µM*
COc1cccc(C2(C)NC(=O)N(CC(=O)Nc3ccc(N4CCOCC4)cc3)C2=O)c1 (configuration not stated)	-5%	1%	-25%
COc1cc(Nc2ncc3c(n2)CCN(Cc2cccc(C)c2)C3)cc(OC)c1	3.3µM*	11%	3.7µM*
Cn1c(CCn2ccccc2=O)nc2cc(NC(=O)COc3ccccc3)ccc21	-10%	6%	-10%
CC1CCC(NC(=O)CSc2ccc(S(=O)(=O)N(C)C)cn2)CC1 (configuration not stated)	?	1%	?
CC(Oc1ccc(F)cc1)C(=O)Nc1cc(C(F)(F)F)ccc1-n1cncn1 (configuration not stated)	?	-8%[0.505 µM]	-21%
COc1ccc(C(=O)CC(=O)Nc2ccc([N+](=O)[O-])cc2)cc1	?	/	16µM*
COC(=O)/C=C1\OC(C2CC2)c2ccccc21 (configuration not stated)	16µM*	/	8.2µM*
CC(C)c1ccc(NC(=S)N2CCCC(c3ccc(F)cc3)=N2)cc1	29µM*	5%	?
O=C(CSCC(=O)N1CCCCC1)Nc1nc(-c2cccs2)cs1	?	1%	-25%
COc1ccc(S(=O)(=O)N(C)C)cc1NC(=O)COC(=O)Cn1cnc2ccccc2c1=O	21%	0%	27%
COc1ccc(Cl)cc1N(CC(=O)Nc1ccccc1SC)S(C)(=O)=O	-16%	2%	-2%
CC(C)c1ccc(-c2nc(N3CCCC3)nc3n[nH]c(N)c23)cc1	?	-3%	?
CC(C)N1C(=O)C(=O)N(CC(=O)N(C)c2ccccc2)C1=O	0%	-4%[56.1 µM]	2%
Cc1cccc(NC(=O)c2ccc(C(=O)c3ccccc3)cc2)n1	?	/	?
C=CCN1C(=O)C(Cc2cccc(C)c2)SC1=Nc1ccc(C(=O)O)cc1 (configuration not stated)	9%	0%	7%
COc1ccc(NC(=O)c2ccccc2-c2ccccc2)cc1	5%	-1%	4%
Cc1noc(C)c1S(=O)(=O)N(CC(=O)Nc1ccc(C(F)(F)F)cc1)c1ccc(C(C)C)cc1	23µM*	2%	16µM*
COc1ccc(C)cc1NC(=O)Nc1ccccc1OCc1cc(=O)n2ccccc2n1	?	3%	?
CC(=O)Nc1ccc(CN2CCCN(C)CC2)cc1	-18%	7%	3%
CCCC(=O)Nc1nnc(SCC(=O)NC2CC2)s1	-11%	1%	2%
Cc1cc(Cl)ccc1OCC(=O)OCC(=O)c1c(N)n(C)c(=O)n(C)c1=O	17%	0%	4%
CCCS(=O)(=O)NC(=O)C1(C)CCN(C(=O)C2(c3ccc(Cl)cc3)CCCC2)C1 (configuration not stated)	-6%	/	-22%
CCN(c1ccccc1)S(=O)(=O)c1ccc(C(=O)NCCc2ccc(S(N)(=O)=O)cc2)cc1	?	-2%	23µM*
CN=C(Nc1cccnc1)c1ccccc1	8%	/	3%
CCCN(CCC)c1nc(C#N)nc(N(CCC)CCC)n1	?	-10%&5%	?

Three entries from above, set out differently:
Values run as follows: DT40 TDP1 no CPT, TDP1 inh, DT40 TDP1 CPT
- COc1ccc(C)cc1NC(=O)Nc1ccccc1OCc1cc(=O)n2ccccc2n1
  ?, 3%, ?
- CC(=O)Nc1ccc(CN2CCCN(C)CC2)cc1
  -18%, 7%, 3%
- CCCC(=O)Nc1nnc(SCC(=O)NC2CC2)s1
  -11%, 1%, 2%
